PTHR1 agonist: qHTS for PTHR1 Agonists: Primary Screen; HEK293 GP2 PTHR1 cells, GloSensor cAMP luminescence, 1 h; Parathyroid hormone/parathyroid hormone-related peptide receptor (Homo sapiens), Q03431; Potency, µM (top dose mostly 115 µM), inactives show top-dose activation, hits mostly activators; hit rate 0.075% among 410,000; AID 743266, 2014; further: potency means the concentration at half of the fitted maximal effect; nearly all actives have a fitted effect of over 55% in size; some results filed as inactive show a strong effect at the top dose; inactives centre near -15; many of its hits are not listed in these tables
Target sequence (Q03431 whole entry, looked up): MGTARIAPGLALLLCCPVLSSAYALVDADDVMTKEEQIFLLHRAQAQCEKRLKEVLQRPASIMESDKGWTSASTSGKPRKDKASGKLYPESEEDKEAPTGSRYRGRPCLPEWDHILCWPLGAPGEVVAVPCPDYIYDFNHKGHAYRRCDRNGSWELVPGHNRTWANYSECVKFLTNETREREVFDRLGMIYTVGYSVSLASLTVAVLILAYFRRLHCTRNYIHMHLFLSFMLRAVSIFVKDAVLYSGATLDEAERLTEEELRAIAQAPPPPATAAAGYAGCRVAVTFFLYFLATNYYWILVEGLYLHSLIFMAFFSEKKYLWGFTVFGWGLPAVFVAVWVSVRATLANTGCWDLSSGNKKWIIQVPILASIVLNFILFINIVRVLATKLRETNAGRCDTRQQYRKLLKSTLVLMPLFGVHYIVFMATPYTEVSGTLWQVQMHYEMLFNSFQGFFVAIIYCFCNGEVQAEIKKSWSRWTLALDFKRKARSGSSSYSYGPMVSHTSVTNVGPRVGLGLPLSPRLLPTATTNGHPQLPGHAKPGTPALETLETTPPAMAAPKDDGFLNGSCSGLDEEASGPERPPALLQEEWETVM
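HEK-293-derived GP2 cells expressing PTHR1 and a GloSensor cAMP reporter, 3,000/well, plated overnight, given luciferin plus IBMX (each 0.5 mM as added) for 1 h at 37 °C, then compound for 1 h at 37 °C. Luminescence was read after 15 min at room temperature.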
pAkt inh: HTS Assay for Inhibitors of Akt Phophorylation: Primary Screen | Neuro2A IGF-stimulated pAkt S473 HTRF, 20 min; hits give low values | activity change, % for hits at 50 µM | hit rate 0.32% among 360,000; in the data active means activity change below about -80%; inconclusive means mostly about -51% to -80%; further: on the % scale 0 is the no-effect control and ±100 the full control effect
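Neuro2A cells in DMEM with 0.5% FBS, overnight at 37 deg C, given compound at single 50 µM final, then IGF (6 nM final) for 20 min at 37 deg C. Lysed; phospho-Akt Ser473 by HTRF after 24 h, 665/615 ratio.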
DRD3 agonist: qHTS of D3 Dopamine Receptor Agonist: qHTS. AID 652048, 2013. D3R DiscoveRx beta-arrestin cells, luminescence, 90 min. hit rate 0.58% among 410,000. max activation, %; in the data active means max activation above about 30%; further: 0% is about no effect; mostly tested at two doses, the higher about 12 µM
Target sequence (P35462 whole entry, looked up): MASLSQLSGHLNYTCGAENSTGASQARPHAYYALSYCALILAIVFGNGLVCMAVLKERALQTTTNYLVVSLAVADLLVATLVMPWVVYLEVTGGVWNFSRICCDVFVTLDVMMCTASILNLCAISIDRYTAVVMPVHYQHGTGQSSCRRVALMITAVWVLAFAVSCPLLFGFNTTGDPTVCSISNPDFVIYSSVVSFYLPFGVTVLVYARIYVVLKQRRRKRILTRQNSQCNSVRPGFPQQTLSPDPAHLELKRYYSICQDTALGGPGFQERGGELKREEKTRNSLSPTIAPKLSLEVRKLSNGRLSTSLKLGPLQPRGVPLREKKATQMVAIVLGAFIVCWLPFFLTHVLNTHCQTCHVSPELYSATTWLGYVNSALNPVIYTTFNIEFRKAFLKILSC
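Agonist mode: compounds and dopamine controls were applied to plated cells for 90 min at 37 degrees C after an overnight attachment at 1500 cells/well. Luminescent read-out followed 30 - 60 minutes at room temperature with DiscoveRx detection reagent.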
EPAC2 antagonist: qHTS for Antagonist of cAMP-regulated guanine nucleotide exchange factor 2 (EPAC2): primary screen; Potency, µM (series often up to 114 µM), for the others: at the highest dose activity, negative = inhibition, hits mostly inhibitors; Rap guanine nucleotide exchange factor 4 (Homo sapiens), Q8WZA2; hit rate 0.18% among 360,000; AID 720708, 2013; EPAC2 GEF exchange of Rap1B-BODIPY-GDP, fluorescence; further: potency means the concentration at half of the fitted maximal effect; on the % scale 0 is the no-effect control and ±100 the full control effect; nearly all actives have a fitted effect of over 45% in size; many of its hits are not listed in these tables
CCT chaperon mod: High-Throughput Screening for Modulators of Cytosolic Chaperonin Activity; hit rate 0.3% among 360,000; activity change, % (test concentration not listed), hits read low; AID 651819, 2012; purified chaperonin ATPase assay, HTRF ADP detection, 30 min; in the data active means activity change below about -30%; further: on the % scale 0 is the no-effect control and ±100 the full control effect
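Nucleotide hydrolysis assay: TRiC at 20–40 nM final (set by batch activity) with 10 uM ATP, 30 min at 37 °C, in presence of 76 uM compound. Detection by competitive ADP HTRF, 30 min ambient.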
Mm-Cpn inhibitor: Inhibitors of TCP-1 ring complex (TRiC) of Methanococcus maripaludis (MmCpn): qHTS. AID 504842, 2011. Chaperonin Mm-Cpn (Methanococcus maripaludis). Potency, µM (top dose mostly 76.9 µM), inactives show at the top dose activity, negative = inhibition, usual class: inhibitors. hit rate 0.031% among 330,000. purified Mm-Cpn ATPase, ADP Transcreener TR-FRET; further: potency means the concentration at half of the fitted maximal effect; on the % scale 0 is the no-effect control and ±100 the full control effect; nearly all actives have a fitted effect of over 80% in size
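Quantitative HTS used 25 nM Mm-CPN and 10 uM ATP in magnesium/KCl Tris buffer, pH 7.4, with 1 mM DTT. Hydrolysis ran 30 min at 37°C; ADP was read by HTRF.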
DRD3 antagonist: qHTS of D3 Dopamine Receptor Antagonist: qHTS; D(3) dopamine receptor (Homo sapiens), P35462; D3R cells, DiscoveRx beta-arrestin luminescence, antagonist mode; hits give low values; max response, negative = inhibition, %; hit rate 2.5% among 360,000; in the data active means max response below about -50%; inconclusive means no clear call, values can overlap the other calls; further: on the % scale 0 is the no-effect control and ±100 the full control effect; mostly tested at two doses, the higher about 12 µM
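Cells expressing the human receptor were seeded at 1500 cells/well, incubated overnight at 37 degrees C in 5% CO2, then exposed to library compounds with dopamine controls for 90 minutes at 37 degrees C before luminescent detection.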
EPAC2 ag: qHTS for Agonist of cAMP-regulated guanine nucleotide exchange factor 4 (EPAC2): primary screen; Rap guanine nucleotide exchange factor 4 (Homo sapiens), Q8WZA2; EPAC2 activation, biochemical qHTS; response scale: 100% = 6.5 mM cAMP response; Potency, µM (series often up to 154 µM), for the others: at the top dose activation, hits mostly activators; hit rate 0.079% among 360,000; AID 720711, 2013; further: potency means the concentration at half of the fitted maximal effect; nearly all actives have a fitted effect of over 50% in size
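Compounds were titrated in qHTS against a Rap1B-BODIPY-GDP (250 nM) complex with EPAC2 (100 nM) and GDP (50 uM). BODIPY-GDP release tracked at 480/540 nm over 30 min at room temperature, normalized to 6.5 mM cAMP.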
An asterisk follows results filed as active; i = inactive; ? = inconclusive; · = not tested or not shown; [ ] = another dose, or the depositor's remark. Unless noted, the call rests on the fitted dose curve; in most records, active means well fitted curve in the direction sought with a large enough effect; inconclusive means small, poorly fitted or top-dose-only effect, or another doubt; inactive means no such curve, though single readings can be large; an effect the other way counts as inactive or inconclusive.

SMILES	PTHR1 agonist	pAkt inh	DRD3 agonist	EPAC2 antagonist	CCT chaperon mod	Mm-Cpn inhibitor	DRD3 antagonist	EPAC2 ag
CC(C)OCCCNC(=O)Cn1ncc2c(=O)oc3ccccc3c21	i	i	2.9	16.9%	1.3	1.6%	0.0	0.3%
COc1cc(CNc2ncnc3c2ncn3[C@H]2CN(Cc3cccs3)C[C@@H](CO)O2)cc(OC)c1OC	-19.8%	i	5.4	-5.9%	1.4	·	13.0	-1.8%
O=C1CCC/C(=N\NC(=O)NC2CCCCC2)C1	-8.8%	i	7.8	4.4%	-0.7	-0.2%	-9.0	3.2%
Cn1cc(C(=O)N/N=C/c2ccc3c(c2)OCO3)c2ccccc21	-15.0%	i	-6.5	16.1%	0.0	2.6%	23.1	7.3%
CCOc1ccc(C(=O)Nc2ccc(Cl)cn2)cc1Cl	-29.6%	i	-4.8	-4.6%	0.4	-2.5%	4.7	11.2%
CC1C/C(=N/Nc2nc3ccccc3[nH]2)CC(C)(C)C1 (centres undefined)	i	i	2.0	2.9%	-1.9	-4.1%	3.9	12.8%
CCOc1c2ccc(C(=O)NCc3ccc(OC)cc3)cc2nn1CCOC	-14.5%	i	-19.8	4.8%	-1.9	0.3%	?	8.4%
CN(c1ccc(C(=O)NCc2ccncc2)cc1)S(C)(=O)=O	-21.2%[57.5 µM]	i	7.5	-3.3%	-0.2	0.9%	-3.7	7.6%
COC(=O)C(C(=O)OC)c1ccc(N)cc1	-22.4%	i	-3.9	0.2%	-6.6	-2.8%	2.7	4.7%
OC[C@H]1O[C@@H](c2nc(-c3nc(-c4ccc(F)cc4)no3)cs2)[C@H](O)[C@@H]1O	-49.2%[inhibitor]	i	4.6	-11.2%	1.2	·	12.9	5.4%
O=[N+]([O-])c1cccc(N/N=C/c2cc([N+](=O)[O-])ccc2O)c1	i	i	-3.7	-3.7%	-3.9	0.5%	?	-0.9%
O=C(Nc1ccc(S(=O)(=O)N2CCCCC2)cc1)C1CC(=O)N(Cc2ccccc2)C1 (centres undefined)	i	i	-1.0	1.2%	-0.1	0.7%	12.6	7.8%
Cc1ccc(OCCCNC2CCCC2)cc1	-4.5%	i	-1.7	0.8%	-0.1	-0.5%	-13.6	7.2%
CCc1c(C2(O)CCCCC2)[nH]c2ccc(C(F)(F)F)cc12	-25.2%	i	2.7	?	-1.0	-0.9%	0.0	-0.7%
COc1ccc(N(CC(=O)NC2CC2)S(=O)(=O)c2ccccc2)cc1	-10.7%	i	18.6	-5.1%	-2.4	0.5%	2.0	5.7%
O=C(c1sc2cccc(Cl)c2c1Cl)N1CCN(CCc2ccccn2)CC1	i	·	-0.2	-8.9%	0.0	-4.9%	-23.9	3.3%
Cc1ccc(C(=O)N2CCC3CC2c2cc(-c4ccc5c(c4)OCO5)ccc23)cc1 (centres undefined)	-5.2%	i	18.2	-3.7%	1.8	·	23.4	10.0%
CC(C)CC1C(=O)N(Cc2cn(Cc3ccco3)nn2)CCS(=O)(=O)N1Cc1ccc(-c2ccncc2)cc1 (centres undefined)	-38.7%[inhibitor]	i	4.1	?	-2.2	·	39.1	7.9%
CC1CCCCC1n1c(=S)[nH]c2ccccc2c1=O (centres undefined)	-5.7%	i	-9.5	-8.0%	2.1	4.6%	22.4	10.4%
CCOc1ccc(NC(=O)CC2CC(C)(C)OC2=O)cc1 (centres undefined)	i	i	0.4	-0.5%	-1.1	1.8%	12.7	2.1%
COc1ccc(NS(=O)(=O)c2cc(NC(=O)CCNC(C)=O)ccc2N2CCCCC2)cc1	-27.0%	i	-0.2	-14.0%	-0.1	0.3%	-7.4	1.7%
CCOC(=O)c1oc2ccc(S(=O)(=O)N3CCC(C)CC3)cc2c1C	-15.0%[57.5 µM]	i	-9.5	6.8%	-2.1	0.2%	-25.9	-8.8%
O=C(C1CCCCC1)N1CCN(c2ncccn2)CC1	i	i	4.5	8.2%	-17.0	0.0%	-24.0	4.4%
CCc1nc2ccc(C(=O)N(C)CCCN(C)C)cn2c1N(CC)CCOC	-24.7%	i	4.8	4.9%	-0.8	·	-12.7	-4.2%
Cn1nc(OC(=O)Nc2ccc(F)cc2)cc1C(F)(F)F	-2.4%[57.5 µM]	i	-6.6	5.9%	-0.8	-0.8%	9.3	1.2%
CCN(Cc1nc2ccccc2c(=O)[nH]1)C(=O)c1cccc(NC(=O)c2cccs2)c1	-8.5%	i	-2.7	7.7%	2.3	-3.3%	18.9	1.7%
C=CCn1c(-c2ccccc2)ccc(C#N)c1=O	-4.2%[57.5 µM]	i	-1.7	-1.0%	-0.8	-3.2%	6.5	14.8%
Cc1ccccc1-n1c(SC/C(O)=C(\C#N)c2nc3ccccc3[nH]2)nnc1-c1ccncc1	-8.0%	i	0.3	-1.3%	-1.6	-3.5%	6.2	-10.9%
COC(=O)c1c(-c2cccc(C)c2)csc1N	-24.2%[57.5 µM]	i	3.4	0.0%	-1.4	-2.2%	3.0	9.0%
CC(=O)Nc1nc(SCC(=O)NCC2CCCO2)[nH]c(=O)c1NC(=O)c1cccs1 (centres undefined)	?	i	-11.6	-32.0%	2.2	2.8%	-19.4	3.8%
COC(=O)c1ccc(C2/C(=C(\O)c3cccc(OC)c3)C(=O)C(=O)N2CCCN2CCOCC2)cc1 (centres undefined)	i	i	0.1	4.0%	1.4	0.2%	16.6	-0.5%
CCc1ccc(Nc2nnc(SCC(=O)c3c(N)n(C4CC4)c(=O)[nH]c3=O)s2)cc1	-42.9%[inhibitor]	i	-2.5	5.7%	1.4	0.8%	5.0	-6.4%
CCc1ccc(N(CC(=O)NCc2ccc(OC)cc2)C(=O)CCC(=O)Nc2ccccn2)cc1	i	i	-5.5	-2.2%	-2.0	-20.8%	4.5	-1.4%
COc1ccccc1C(=O)Nc1cc2ccccc2oc1=O	-9.3%	i	4.0	3.7%	-2.0	1.2%	18.2	0.0%
Cc1ccc(NC(=O)CCC(C(=O)O)N2C(=O)c3ccccc3C2=O)cc1 (centres undefined)	?	i	-10.5	-1.1%	0.2	0.6%	-16.8	8.1%
S=c1[nH]ncn1/N=C/c1ccco1	-0.1%	i	-0.2	0.7%	-0.3	·	-2.2	8.7%

Quoted at random: 3 compounds from above
SMILES	PTHR1 agonist	pAkt inh	DRD3 agonist	EPAC2 antagonist	CCT chaperon mod	Mm-Cpn inhibitor	DRD3 antagonist	EPAC2 ag
COC(=O)c1ccc(C2/C(=C(\O)c3cccc(OC)c3)C(=O)C(=O)N2CCCN2CCOCC2)cc1 (centres undefined)	i	i	0.1	4.0%	1.4	0.2%	16.6	-0.5%
Cn1nc(OC(=O)Nc2ccc(F)cc2)cc1C(F)(F)F	-2.4%[57.5 µM]	i	-6.6	5.9%	-0.8	-0.8%	9.3	1.2%
Cc1ccc(NC(=O)CCC(C(=O)O)N2C(=O)c3ccccc3C2=O)cc1 (centres undefined)	?	i	-10.5	-1.1%	0.2	0.6%	-16.8	8.1%

(next part)
SMILES	PTHR1 agonist	pAkt inh	DRD3 agonist	EPAC2 antagonist	CCT chaperon mod	Mm-Cpn inhibitor	DRD3 antagonist	EPAC2 ag
O=C(NCc1cccs1)c1cccc(N2CCCC2=O)c1	-19.1%[57.5 µM]	i	-4.7	5.0%	0.3	-1.0%	0.4	7.3%
NC(=O)c1ccc[n+](CC(=O)NCc2ccc(Cl)cc2)c1	i	i	-11.3	-7.7%	-4.7	1.4%	-5.8	15.1%
Cc1noc(C)c1S(=O)(=O)N(C)C[C@H]1Oc2c(NS(=O)(=O)c3cn(C)cn3)cccc2C(=O)N([C@H](C)CO)C[C@@H]1C	-20.1%	i	-10.5	6.1%	0.8	-0.2%	-12.8	5.2%
Cc1cc(C)nc(Oc2ccc(Br)cc2Br)n1	-6.9%	i	-1.5	?	-1.6	1.1%	2.4	11.5%
Nc1nonc1-n1nnc(C(=O)N/N=C/c2ccccc2)c1CSc1ccc(Cl)cc1	-44.6%[inhibitor]	i	0.7	3.5%	-1.5	2.2%	-19.0	-0.8%
O=c1nc(-c2ccccc2)c2cc(Cl)ccc2[nH]1	-11.5%	i	6.7	-6.9%	-2.8	-1.3%	10.4	7.9%
Cn1c(=O)c2c(ncn2CC(=O)N/N=C/c2ccco2)n(C)c1=O	-22.6%	i	1.9	3.9%	-0.2	-1.0%	13.1	10.4%
COc1cccc(NC(=O)CN2CCc3ccccc3C2)c1	-22.7%	i	-9.8	-2.0%	-1.8	-0.8%	-14.7	8.7%
CC(=O)Nc1ccc(C(=O)OCC(=O)NCc2ccccc2)cc1	-56.9%[inhibitor]	i	-4.5	-15.7%	0.5	-0.5%	8.6	11.1%
O=C(c1ccc(-n2cncn2)c([N+](=O)[O-])c1)N1CCN(S(=O)(=O)c2ccccc2Br)CC1	-17.8%	i	0.6	-3.3%	-5.6	3.3%	-11.4	8.4%
COC(=O)c1ccccc1S(=O)(=O)N1CCC(C(=O)OCc2cccc(OC)c2OC)CC1	i	i	18.4	-0.9%	-0.1	0.1%	13.3	7.8%
COc1ccc(NC(=O)/C(=C\c2ccccc2)NC(=O)c2ccco2)cc1	-21.6%	i	2.1	?	2.0	0.9%	0.1	-4.8%
Cc1cc(NC(=O)CSC2=NCCS2)no1	i	i	-1.0	1.2%	0.3	1.1%	-15.0	5.5%
CN(C)C=NC(=O)/C(C#N)=C/c1ccccc1	i	i	3.5	4.6%	0.2	0.3%	3.9	2.9%
CCOC(=O)CSCC(=O)Nc1cc(C)ccc1C	i	i	-24.3	11.1%	-2.2	1.7%	16.2	7.7%
CCOC(=O)CNC(=O)c1ccc(Br)s1	i	i	-1.0	2.9%	-1.6	1.7%	0.1	5.0%
CON=C(C(=O)NC1C(=O)N2C(C(=O)O)=C(CSc3nc(=O)c(=O)[nH]n3C)CSC12)c1csc(N)n1 (centres undefined)	-2.3%	i	0.7	-1.0%	-0.7	·	27.6	8.7%
COc1ccc(NC(=O)[C@H](C)NC(=O)[C@@H]2Cc3ccccc3CN2C(=O)OC(C)(C)C)cc1	i	i	-0.7	-9.2%	-1.2	-2.1%	11.5	3.7%

Not all compounds are listed (hit frequency here may not be typical).
